Screens deposited in PubChem BioAssay by Vanderbilt High Throughput Screening Facility.
Cav32 inh: human Cav3.2 channel inhibition, primary screen | B-score at 10 µM | 100,000 tested, 4% active | Cav3.2-expressing cells, Fluo-4 calcium fluorescence FDSS; active compounds read low;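 active = single-dose well whose peak fluorescence ratio is a statistical outlier from its plate by either plate-standardised score or position-corrected B-score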
* = called active by the depositor. The list is partial; count on the stated rates, not on these rows.

SMILES	Cav32 inh
CCCCN(CC)CCNC(=O)C1c2cc(OC)c(OC)cc2C(=O)N2CCc3ccccc3C12 (stereo not given)	-1.1
COCCCN(C(=O)c1cccnc1SC)c1c(N)n(Cc2ccccc2)c(=O)[nH]c1=O	-0.035
COc1ccc2c(c1)c(CC(=O)OCC(=O)O)c(C)n2C(=O)c1ccc(Cl)cc1	-0.44
Cc1cccc(N(CC(N)=O)C2SC(=O)N(c3ccccc3)C2=O)c1 (stereo not given)	0.56
COc1ccccc1N1CCN(C(=O)c2cc3c(s2)CCC3)CC1	-1
CCCCC[n+]1ccn(-c2nc3ccccc3nc2[N-]S(=O)(=O)c2ccc(C)cc2)c1	0.3
COC(=O)c1ccc(CSc2ncnc3c2sc2nc(N4CCOCC4)c4c(c23)CCCC4)o1	-0.11
CCOC(=O)N1CCN(C(=O)Nc2ccc3nc(C)c(C)nc3c2)CC1	0.39

Compounds listed so far that contain nitrogen in an aromatic ring:
SMILES	Cav32 inh
COCCCN(C(=O)c1cccnc1SC)c1c(N)n(Cc2ccccc2)c(=O)[nH]c1=O	-0.035
COc1ccc2c(c1)c(CC(=O)OCC(=O)O)c(C)n2C(=O)c1ccc(Cl)cc1	-0.44
CCCCC[n+]1ccn(-c2nc3ccccc3nc2[N-]S(=O)(=O)c2ccc(C)cc2)c1	0.3
COC(=O)c1ccc(CSc2ncnc3c2sc2nc(N4CCOCC4)c4c(c23)CCCC4)o1	-0.11
CCOC(=O)N1CCN(C(=O)Nc2ccc3nc(C)c(C)nc3c2)CC1	0.39

Continuation.
SMILES	Cav32 inh
COc1ccc(C(=O)CSc2cc(C)nc3nc(C)nn23)cc1OC	-0.036
CCC(C(=O)NC1CCCC1)N(Cc1cccs1)C(=O)Cn1nnc(-c2ccc(OC)c(OC)c2)n1 (stereo not given)	-2.8
Cc1ccc(S(=O)(=O)/N=C(\c2ccc(F)cc2)n2c(C)nc3ccccc32)cc1	-0.77
CC(=O)Cc1cc(=O)c2c(C)cc(O)c(C3OC(CO)C(O)C(O)C3O)c2o1 (stereo not given)	0.46
Cc1ccc(S(=O)(=O)N[C@H](C(=O)N2CCC3(O)CCCCC3C2)c2ccccc2)cc1 (stereo not given in full)	0.78
CCC(C)NC(=O)CSc1nc2ccsc2c(=O)n1NC(=O)c1ccccc1 (stereo not given)	0.77
Cc1nc2ccccc2n1S(=O)(=O)c1ccc(S(=O)(=O)N2CCCCCC2)cc1	0.066
CCSc1cc(N2CC(C)OC(C)C2)nc(-c2ccccc2Cl)n1 (stereo not given)	-0.19

SMILES	Cav32 inh
Cc1ccc2[nH]c(C)c(/C=N/Nc3nc4ccccc4s3)c2c1	0.021
CC1(NC(=O)C23CC4CC(CC(C4)C2)C3)CCS(=O)(=O)C1 (stereo not given)	0.5
Cn1c(C2=C(O)CN(c3ccc4c(c3)OCCO4)C2=N)nc2ccccc21	0.58
Cc1ccc(NC(=O)NC(=O)CN2C(=O)NC3(CCc4ccccc43)C2=O)c(C)c1 (stereo not given)	-2.2
C/C(O)=C(/C#N)c1nc2ccccc2[nH]1	0.11
Cc1snc(SCC(=O)c2ccc(Cl)cc2)c1C#N	-0.85
CC(OC(=O)CCCN1C(=O)c2ccccc2C1=O)C(=O)Nc1ncc(Cl)cc1Cl (stereo not given)	0.65
CCC(c1nnnn1Cc1ccco1)N1CCC(C(N)=O)CC1 (stereo not given)	0.3

SMILES	Cav32 inh
COc1ccc(Cn2nnnc2C(c2ccccc2OC)N2CCC(C(N)=O)CC2)cc1 (stereo not given)	0.9
COC(=O)C(CC(=O)Nc1cc(C)ccc1C)Nc1ccccc1OC (stereo not given)	-0.38
O=c1nc2n(c3c1oc1ccccc13)Cc1ccccc1-2	0.18
O=C(Cc1ccc(-n2cccc2)cc1)NC1CCCCC1	-0.56
Cn1c(CNS(=O)(=O)c2ccc(F)cc2)n[nH]c1=S	-0.056
O=C(Nc1ncc(Cc2ccccc2)s1)C1COc2ccccc2O1 (stereo not given)	-0.22
CCC(C)(C(=O)NC1CCCCC1)N(C)C(=O)c1ccc2c(c1)OCO2 (stereo not given)	0.097
COc1ccc(OCC(=O)Nc2ccc3c(c2)nc(CN2CCCC2)n3C)cc1	0.2

SMILES	Cav32 inh
O=C1CCC(C(=O)O)(c2ccccc2)C1 (stereo not given)	0.94
Cc1ccc(/C=C/c2ccc(=O)n(Cc3ccccc3Cl)n2)cc1	-0.64
O=c1/c(=C\c2cccnc2)sc2nc3ccccc3n12	2.5
Cc1nn(C)cc1C1Nc2ccccc2C(=O)N1O (stereo not given)	0.46
c1ccc(-n2ncc(-c3nn[nH]n3)n2)cc1	0.65
COc1ccc(O[C@H]2C=C[C@@H](c3ccccc3)O[C@@H]2COC(=O)CCC(C)=NO[C@@H]2O[C@H](COC(C)=O)[C@@H](OC(C)=O)[C@H](OC(C)=O)[C@H]2OC(C)=O)cc1	-3.1
Cc1c(-c2ccccc2)c(P(=O)(N2CCOCC2)N2CCOCC2)c2ccccn12	0.87
CC(C)NC(=O)c1cc2nc(-c3ccco3)cc(C(F)(F)F)n2n1	-0.65

SMILES	Cav32 inh
CO/N=C/NC(=O)c1c(OC)ccnc1Oc1cccc(C(F)(F)F)c1	2
CC(NC(=O)Nc1ccccc1)C(c1cccs1)N1CCN(c2ccccc2)CC1 (stereo not given)	-0.63
Cc1ccccc1Nc1ncnc2c1cnn2-c1ccccc1	-2.8
CCC(=O)c1cc(-c2nc3ccccc3n2C)n(C)c1	0.66
COc1cccc(C(=O)Nc2ncc3c(n2)CC(c2ccc(OC)cc2OC)CC3=O)c1 (stereo not given)	-1.8
Cc1cc(C)n(-c2nc3c(c(=O)[nH]c(=O)n3C)n2Cc2cccc(Br)c2)n1	0.5
O=C(Cc1cccc2ccccc12)N/N=C/c1ccc(Sc2nc3ccccc3s2)o1	-3
O=C(NCCCn1ccnc1)Nc1ccc(Cl)cc1	0.74

For reference, 3 of the compounds above.
SMILES	Cav32 inh
CCCCN(CC)CCNC(=O)C1c2cc(OC)c(OC)cc2C(=O)N2CCc3ccccc3C12 (stereo not given)	-1.1
COCCCN(C(=O)c1cccnc1SC)c1c(N)n(Cc2ccccc2)c(=O)[nH]c1=O	-0.035
COc1ccc2c(c1)c(CC(=O)OCC(=O)O)c(C)n2C(=O)c1ccc(Cl)cc1	-0.44

New compounds follow.
SMILES	Cav32 inh
CCOC(=O)N1CCN(C(=O)CN(c2cccc(C(F)(F)F)c2)S(C)(=O)=O)CC1	0.46
Cc1nn(C)c(C)c1NC(=O)CN1CCC(O)(c2ccc3c(c2)OCO3)CC1	0.72
COc1ccc(CCN2C(=O)CC(N3CCOCC3)C2=O)cc1 (stereo not given)	0.38
Clc1ccc(-c2ccc(/C=N/Nc3nncc(-c4ccccc4)n3)o2)cc1	0.14
O=C(CCCCCN1C(=O)CCC1=O)Nc1ccc(Cl)c(C(F)(F)F)c1	-0.23
CC1=C(C(N)=O)C(c2cccnc2)n2nc(SCc3ccccc3Cl)nc2N1 (stereo not given)	1.1
COc1ccccc1N(C(=O)CNS(=O)(=O)c1ccccc1)C(C(=O)NCc1ccco1)C(C)C (stereo not given)	-0.023
Cc1cc(OCCCn2ccnc2)cc(C)c1Cl	-0.86

SMILES	Cav32 inh
Cn1ccnc1SCC(=O)Nc1ccc2ccccc2c1	0.39
CCN(CC)C(=O)c1ccc(Nc2nnc(C)c3ccccc23)cc1	1.2
C=CC(=O)N1C/C=C\C(c2ccc(OC)cc2)N(Cc2ccc(F)cc2)C(=O)C1 (stereo not given)	0.89
O=C(Nc1nc(-c2ccccc2)cs1)C1CCCN(S(=O)(=O)c2ccccc2)C1 (stereo not given)	-3.4
COc1ccc(C(=O)N/N=C2/SCC(=O)N2Cc2ccc3c(c2)OCO3)cc1OC	0.017
O=C(O)c1ccc(Cl)c(NC(=O)C2CCCN2S(=O)(=O)c2cccc3nsnc23)c1 (stereo not given)	1.1
Cc1cccc(C)c1NC(=O)C(c1cccs1)N(Cc1ccco1)C(=O)Cn1nnc2ccccc21 (stereo not given)	-2
CCSC1=C(C#N)C(c2ccccc2C)CC(=O)N1 (stereo not given)	0.75

SMILES	Cav32 inh
Cc1csc(NC(=O)CSc2ncnc3c2cnn3-c2ccccc2Cl)n1	-5.5*
CC(C)C(=O)N(Cc1cc2ccccc2[nH]c1=O)C(C)(C)C	0.61
O=C(C1=C[C@@H](c2ccc(C(F)(F)F)cc2)C[C@@H](OCc2ccc(CO)cc2)O1)N1CCN(Cc2ccccc2)CC1	-1.1
O=S(=O)(Nc1ccc2nc(-c3ccco3)[nH]c2c1)c1ccccc1	-0.76
Cc1cc(C)c(S(=O)(=O)Nc2ccc(-c3cn4ccccc4n3)cc2)c(C)c1	-0.73
CC(=O)CCS(=O)(=O)c1ccc(NC(C)=O)cc1	2
CC(C)(C)c1ccc(C(=O)N2CCCCCC2=O)cc1	0.45
Cc1nc2ccc(NC(=O)N3CCSCC3)cc2nc1C	0.63

SMILES	Cav32 inh
Cn1cnnc1SCC(=O)Nc1ccc2nc(SCc3ccccc3F)sc2c1	0.12
COc1ccc(C/C(N)=N/OC(=O)C(c2ccccc2)c2ccccc2)cc1OC	-0.41
Cc1cc(Nc2ccccc2)n(C(=O)c2ccc(N)cc2)n1	-0.91
Clc1ccc2[nH]c(-c3ccccc3)cc2c1	0.46
CS(=O)(=O)N(CC(=O)Nc1ccccc1Sc1ccccc1)C1CCCCC1	-5.9*
CN1C(=O)C2(C(C#N)=C(N)Oc3c2oc(CO)cc3=O)c2ccccc21 (stereo not given)	0.26
COCCNC(=O)c1ccccc1-c1ccccc1C(=O)O	0.96
CCCOc1ccccc1C1NC(=O)NC(C)=C1C(=O)OCc1ccccc1 (stereo not given)	-1.5

SMILES	Cav32 inh
COc1ccc(CNC(=O)Nc2ccc(OC)cc2)cc1	0.058
Cc1onc(-c2ccccc2)c1C(=O)N1CCCc2ccccc21	0.79
CCN(CC)S(=O)(=O)N1CCC(C(=O)NC2CCCC2)CC1	0.22
CC(C)N1CCc2c(sc(NC(=O)c3ccc(S(=O)(=O)N4CCOCC4)cc3)c2C(N)=O)C1	0.24
Cn1nc(C(F)(F)F)c(C(=O)Nc2ccc(F)cc2F)c1Sc1cccc(Cl)c1	-1.8
COC(=O)c1ccc(NC(=O)CSc2ccccn2)cc1	-0.12
CCC(Sc1nccn1C)C(=O)Nc1cccc2ccccc12 (stereo not given)	0.86
COc1ccc(N(CC(=O)N/N=C/c2ccco2)S(=O)(=O)c2ccccc2)cc1	-0.93

SMILES	Cav32 inh
O=C(CCN1C(=O)C2C3C=CC(C3)C2C1=O)Nc1ccc2ncccc2c1 (stereo not given)	0.0051
COC(=O)Cc1n[nH]c(=O)c2ccccc12	0.26
Cc1cc([N+](=O)[O-])ccc1NCc1ccc2ccccc2c1	-0.092
COc1ccc(NC(=S)Nc2ccccc2F)c(OC)c1	-0.38
CC(C)CCn1c(S(=O)(=O)O)nc2ccccc21	-0.59
COc1c(S(=O)(=O)N2CCN(c3ccc(F)cc3)CC2)ccc(Cl)c1Cl	-1.9
CCOc1cc(CNCCO)c(Cl)cc1OCC(=O)NCCc1ccccc1	1
CCN1CCC2(CC1)C(C#N)=C(N)Oc1c2sc2nc(C)cc(C)c12	0.025

Exported with each value named: 4 of the compounds above.
> Cc1cc([N+](=O)[O-])ccc1NCc1ccc2ccccc2c1
  Cav32 inh: -0.092
> CCN1CCC2(CC1)C(C#N)=C(N)Oc1c2sc2nc(C)cc(C)c12
  Cav32 inh: 0.025
> COc1c(S(=O)(=O)N2CCN(c3ccc(F)cc3)CC2)ccc(Cl)c1Cl
  Cav32 inh: -1.9
> COC(=O)Cc1n[nH]c(=O)c2ccccc12
  Cav32 inh: 0.26

The listing continues:
SMILES	Cav32 inh
CCCc1[nH]nc2c1C(/C(C)=C/c1ccccc1)C(C#N)=C(N)O2 (stereo not given)	-3.9
CC(=O)N1C(=O)C(=C2C=C(C)OC(C)=C2)c2ccccc21	-3.9
COCCN1C(=O)c2oc3ccccc3c(=O)c2C1c1cccc(O)c1 (stereo not given)	0.47
CCOc1cc(C(=S)N2CCCC2)ccc1OCC(=O)Nc1c(C)cc(C)cc1C	0.78
CCCn1c(=C(C#N)C#N)s/c(=C2\C=Cc3ccccc3N2CC)c1=O	1.4
O=C(Cn1c(C(=O)NCCCN2CCOCC2)cc2sccc21)c1ccccc1	-0.29
C=CCNC(=O)N1C2=NC(C(=O)OC)=C(C(=O)OC)[C@@H]3N(Cc4ccccc4)c4ccccc4[C@]23C[C@H]1C(=O)OC	-1.6
CC(=NCCc1ccccc1)C1=C(O)COC1=O	0.46

SMILES	Cav32 inh
COC(=O)c1ccc(C(=O)OC)c(NC(=O)COC(=O)C2CCC(C(C)(C)C)CC2)c1 (stereo not given)	-4.8*
CCn1c(CNc2ccccc2Cl)nnc1SCC(=O)OC1CCCCC1	-4.5*
COC(=O)c1c(NC(=O)C2c3ccccc3Oc3ccccc32)sc(C)c1C	-1
O=C(Cn1cnc2c(cnn2-c2ccccc2)c1=O)OCc1ccccc1	-1.2
CCOC(=O)CSC1=C(C#N)C(c2ccccc2)C(C(C)=O)=C(C)N1 (stereo not given)	-1
N/C(=N\c1nc2ccccc2o1)NC(=O)C(Cc1ccccc1)N1C(=O)c2ccccc2C1=O (stereo not given)	-3
O=[N+]([O-])c1ccc(C2CCCC/C2=N/OCc2ccccc2F)c([N+](=O)[O-])c1 (stereo not given)	-6.5*
O=C(C1CCCN(Cc2cccs2)C1)N1CCCCCC1 (stereo not given)	0.59

SMILES	Cav32 inh
C=CCN=C(NC#N)SCCc1ccccc1	0.06
O=C(c1ccccc1)c1cc2ccccc2o1	-0.2
CCCCCC/C=C/c1ccc([C@H]2[C@H]3C=CC[C@@H](C)[C@@H]3C(=O)N2Cc2ccccc2)c(F)c1	0.67
COc1ccccc1CN1CC(C(=O)NCc2cccnc2)CC1=O (stereo not given)	1.1
